HIV fusion peptide: cell-free HIV fusion peptide-binding blockers – biochemical, uHTS, fluorescence dequenching, primary screen (AID 1986); inhibition, % at 20 µM, or IC50 in µM where a hit was titrated; 290,000 compounds, 0.3% hits; cell-free peptide binding, fluorescence dequenching, 30 min; higher % means a stronger effect; in the data active means inhibition mostly above about 52%, no sharp cut-off; inactive means mostly below about 76%; further: some results filed as inactive read as strong as hits
NTR1 ag: agonists of NTR1, primary screen, imaging, U2OS cells, beta-arrestin-GFP, high content (AID 493036). 330,000 compounds, 0.17% hits. NTR1-U2OS beta-arrestin-GFP spot imaging, agonist mode. activation, % at 20 µM. P30989;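 active means activation at or above 40% of the spot to cytoplasm intensity ratio, with at least 20 cells analyzed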;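 further: 0% = DMSO without peptide and 100% = 100 nM NTR1 peptide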
Target sequence (P30989 whole entry, looked up): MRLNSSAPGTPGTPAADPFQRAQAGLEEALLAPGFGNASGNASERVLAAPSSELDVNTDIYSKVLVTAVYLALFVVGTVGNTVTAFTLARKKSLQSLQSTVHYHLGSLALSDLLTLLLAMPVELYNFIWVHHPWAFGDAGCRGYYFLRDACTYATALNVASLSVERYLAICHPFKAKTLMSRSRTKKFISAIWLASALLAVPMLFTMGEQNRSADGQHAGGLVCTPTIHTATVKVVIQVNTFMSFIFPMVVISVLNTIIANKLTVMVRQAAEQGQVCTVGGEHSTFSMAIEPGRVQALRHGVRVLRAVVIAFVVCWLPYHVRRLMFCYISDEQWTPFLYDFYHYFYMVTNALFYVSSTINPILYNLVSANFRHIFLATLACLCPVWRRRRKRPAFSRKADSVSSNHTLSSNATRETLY
GPR35 arrestin U2OS: GPR35 antagonists blocking zaprinast-driven arrestin recruitment, primary screen, imaging, U2OS, beta-arrestin-GFP, zaprinast agonist (AID 2058); U2OS GPR35 beta-arrestin-GFP translocation imaging, zaprinast antagonism; higher % means a stronger effect; inhibition, % at 10 µM, or IC50 in µM where a hit was titrated; 290,000 compounds, 0.052% hits;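 active means inhibition of at least 50% with at least 30 cells and total cytoplasm GFP at most 10,000,000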
UTI89 phage lysis: inhibition of K1F phage lysis, E. coli UTI89, bacterial capsule biogenesis inhibitors, alamar blue (AID 488966). E. coli UTI89 K1F phage lysis, alamar blue, 2 h; higher % means a stronger effect. inhibition, % at 100 µM; hits with a dose series show IC50 in µM. 340,000 compounds, 0.02% hits;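 active means phage lysis inhibition, versus mean bacterial control, above a set limit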;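 further: capsule biogenesis inhibitors block K1F phage lysis so surviving cells raise fluorescence; higher fluorescence means more inhibition of phage lysis; actives were called in the ten point dose series up to 300 µM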
GPR55 antagonists: GPR55 antagonists blocking LPI-driven arrestin recruitment, primary screen, imaging, U2OS, beta-arrestin-GFP, LPI agonist (AID 2013). U2OS GPR55 beta-arrestin-GFP translocation imaging, LPI antagonism; higher % means a stronger effect. one-dose inhibition, % at 10 µM; IC50 in µM for titrated hits. 290,000 compounds, 0.13% hits;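 active means spots per cell inhibited over 60%, with over 100 cells counted and total cytoplasm intensity under 500,000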;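 further: U2OS cells stably carrying GPR55 and arrestin-GFP stimulated by 5 µM LPI near EC80; imaged beta-arrestin-GFP aggregate spots per cell after agonist stimulation; plate controls were LPI-stimulated DMSO wells for no effect and DMSO wells without LPI for full effect; some results filed as inactive read as strong as hits; confirmed hits need IC50 under 10 µM and bright autofluorescent wells are also inconclusive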
AID2073: inhibitors of Mint1-CaV2.2 protein interaction, biochemical, HTRF (AID 2073) | HTRF protein-protein interaction, Mint1-CaV2.2; higher % means a stronger effect | one-dose inhibition, % at 20 µM; IC50 in µM for titrated hits | 290,000 compounds, 0.19% hits; in the data active means inhibition mostly above about 51%, no sharp cut-off; further: some results filed as inactive read as strong as hits
SIAH1 antagonists: Siah-1 peptide-binding antagonists, primary screen, biochemical, fluorescence polarization, rhodamine-plectin, uHTS (AID 1817); 290,000 compounds, 0.02% hits; one-dose displacement, % at 20 µM; IC50 in µM for titrated hits; Siah-1 / rhodamine-plectin peptide fluorescence polarization; higher % means a stronger effect;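 active means displacement of at least 50% at 20 µM, with a fluorescence ratio check between 0.3 and a set limit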;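 further: plate controls were Siah plus tracer with DMSO for no effect and tracer alone without Siah for full effect; strong numbers were not always called active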
Dengue-2 NS5 capping: flavivirus cap methylation enzyme inhibition – biochemical, confirmation dose response, primary screen (AID 588689) | 340,000 compounds, 0.3% hits | Dengue-2 NS5 methyltransferase capping enzyme assay, biochemical; higher % means a stronger effect | inhibition, % at 25 µM; hits with a dose series show IC50 in µM; in the data active means a potency from the dose series
GPR55 activation: selective activators of receptor GPR55 – imaging, U2OS cells, beta-arrestin-GFP redistribution, primary screen (AID 1961). activation, % at 10 µM; hits with a dose series show EC50 in µM. U2OS GPR55 beta-arrestin-GFP redistribution imaging; higher % means a stronger effect. 290,000 compounds, 0.048% hits;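 active means activation above 40% with more than 50 cells counted in the well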;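 further: U2OS osteosarcoma cells stably expressing GPR55 and beta-arrestin-GFP; plate controls were DMSO negative control for no effect and LPI positive control for full effect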
NTR1 ag cell count 20 µM: recorded beside NTR1 ag, whose call it bears; cell count; measured here: cell count, cytotoxicity flag
Active calls of the source: *; i = inactive; / = no result given; [ ] = remark or other dose. Outcome played no part in choosing rows; any-hit rate near 1.2%.

Molecule | HIV fusion peptide | SIAH1 antagonists | UTI89 phage lysis | Dengue-2 NS5 capping | GPR35 arrestin U2OS | NTR1 ag cell count 20 µM | GPR55 activation | GPR55 antagonists | NTR1 ag | AID2073
CCCCn1c(N)c(S(=O)(=O)c2ccc(C)cc2)c2nc3ccccc3nc21 | 2.5% | 0% | 0.3% | -4% | -10% | 64 | 0.1% | -2% | 12 | 28%
O=[N+]([O-])/C=C/c1cn(Cc2ccc(Cl)cc2)c2ccccc12 | 2.5% | 2% | 0.0%[50 µM] | 4% | 10% | 75 | -0.2% | 7% | 1.2 | 1%
Cc1ccc2cc(CN(CC(C)C)S(=O)(=O)c3ccccc3)c(=O)[nH]c2c1 | 1.5% | 7% | 0.3% | -4% | -9% | 48 | -0.1% | -13% | 2.2 | -8%
Cc1ccc(C(=O)N2CCCCC2)cc1S(=O)(=O)N1CCCCCC1 | -0.6% | 11% | 2.1%[50 µM] | 2% | 13% | 54 | 0.0% | 12% | -0.7 | 4%
Cc1c(C(=O)Nc2cccc(Cl)c2)cn2c(nc3ccccc32)c1C#N | 10% | -1% | 4.7% | -1% | 0% | 43 | 0.6% | 9% | 0.4 | 24%
CCn1ncc(Cl)c1C(=O)NC(=S)Nc1c(C)cc(C)cc1[N+](=O)[O-] | -1.4% | 2% | 0.2%[50 µM] | -5% | -1% | 61 | 0.4% | 4% | 2.1 | -7%
CCc1n[nH]c(=S)n1/N=C/c1cc(Br)c(OC)cc1OC | -1.2% | -1% | 4.2% | -5% | 10% | 47 | 0.3% | -1% | 0.9 | -15%
CCN(CC)c1ccc(/C=N/NC(=O)c2cnccn2)c(O)c1 | 19% | -8% | -0.8%[50 µM] | -2% | 12% | 48 | -0.1% | -7% | 5.2 | 7%
COc1ccc(-c2noc(CN(C(=O)c3cccs3)C(C)C)n2)cc1 | -2.6% | -6% | -0.2% | -6% | 4% | 45 | -0.2% | -1% | 0.0 | -9%
O=C(NC1CCCN(CCc2ccccc2)C1)c1c[nH]c2ccccc12 (configuration not stated) | 0.5% | 0% | 1.0% | -12% | 8% | 64 | 0.1% | 0% | 3.6 | 1%
N#CSC(c1ccccc1)c1nc2ccccc2[nH]c1=O (configuration not stated) | 0.7% | 3% | -0.2% | -8% | -5% | 80 | 0.0% | 11% | 2.0 | -4%
Cc1ccc(C)c2[nH]c(=O)c(CCNC(=O)c3ccc(S(=O)(=O)N4CCCC4)cc3)cc12 | -0.5% | 0% | 1.2%[50 µM] | -5% | -11% | 58 | -0.1% | 0% | 0.0 | 5%
COC(=O)c1c(NC(=O)C(=O)N2CCOCC2)sc2c1CCCC2 | -0.1% | 5% | 0.3% | -2% | -7% | 55 | -0.1% | 18% | 1.3 | -12%
O=C(NCCSc1ccccc1)c1ccccc1 | -0.8% | -3% | 2.5% | -8% | 19% | 60 | -0.1% | 11% | -0.4 | 8%
COC(=O)COc1ccc2cccc(-n3cnnn3)c2c1 | -0.7% | 0% | 0.3% | 3% | 17% | 64 | -0.4% | -8% | -0.1 | 18%
COc1ccc(C(NC(=O)c2ccc(-c3ccccc3)cc2)c2ccccc2)cc1 (configuration not stated) | -1.1% | -4% | 0.5% | 4% | -17% | 43 | -0.1% | -1% | -0.8 | 13%
COCCN(CCOC)c1nc(-c2ccc(Cl)cc2)nc2ccccc12 | -0.3% | -2% | 0.0% | -4% | 2% | 56 | -0.1% | -7% | 8.2 | 13%
CCc1nc2sc3c(=O)[nH]cnc3c2c2c1CSC(C)(C)C2 | 5.7% | 8% | -0.3% | -7% | -6% | 42 | 0.2% | 16% | 7.9 | -18%
O=C(CCOc1ccccc1)Nc1ccc(S(=O)(=O)N2CCCC2)cc1 | -0.3% | 3% | 0.0% | 2% | 6% | 67 | 0.0% | -5% | 1.0 | 7%
COc1ccc(-n2c(=O)/c(=C\c3cccs3)s/c2=C(/C#N)C(=O)N2CCN(C)CC2)cc1 | 1.6% | -7% | 2.0% | -7% | 12% | 58 | 0.0% | 0% | 2.2 | -4%

2 successive compounds from above, quoted:
Molecule | HIV fusion peptide | SIAH1 antagonists | UTI89 phage lysis | Dengue-2 NS5 capping | GPR35 arrestin U2OS | NTR1 ag cell count 20 µM | GPR55 activation | GPR55 antagonists | NTR1 ag | AID2073
Cc1ccc(C)c2[nH]c(=O)c(CCNC(=O)c3ccc(S(=O)(=O)N4CCCC4)cc3)cc12 | -0.5% | 0% | 1.2%[50 µM] | -5% | -11% | 58 | -0.1% | 0% | 0.0 | 5%
COC(=O)c1c(NC(=O)C(=O)N2CCOCC2)sc2c1CCCC2 | -0.1% | 5% | 0.3% | -2% | -7% | 55 | -0.1% | 18% | 1.3 | -12%

Later entries:
Molecule | HIV fusion peptide | SIAH1 antagonists | UTI89 phage lysis | Dengue-2 NS5 capping | GPR35 arrestin U2OS | NTR1 ag cell count 20 µM | GPR55 activation | GPR55 antagonists | NTR1 ag | AID2073
COc1cc2c(cc1OC)C(c1ccccc1[N+](=O)[O-])N(C(C)=O)CC2 (configuration not stated) | -0.7% | 8% | -2.8% | 1% | 4% | 66 | 0.0% | -1% | -0.1 | 1%
O=C(Nc1cc(C(F)(F)F)cc(C(F)(F)F)c1)Nc1cnn(-c2ccc([N+](=O)[O-])cc2)c1C(F)(F)F | -0.8% | -3% | -0.2% | -1% | 26% | 23 | -0.3% | 40% | 18 | -9%
CC(=O)Nc1cccc(-c2nc3ccccc3[nH]2)c1 | -1.7% | -4% | 0.1% | -7% | 2% | 48 | -0.4% | -2% | -0.9 | 13%
CC(C)n1c(-c2ccccc2)nc(=S)c2c1CCCC2 | -1.6% | 1% | / | / | 10% | 74 | 0.8% | -1% | -0.1 | 6%
O=C(NCc1ccc(F)cc1)c1c2c(nc3ccccc13)CCC2 | 17% | 50% | 0.1% | -4% | 9% | 67 | 0.9% | 10% | 1.8 | 44%
O=C(NN1CCCCC1)c1ccccc1 | -0.7% | -1% | 0.3% | -6% | -9% | 46 | 0.0% | 16% | -0.3 | 4%
CCOC(=O)CSc1ccc(C(=O)NCCN2CCOCC2)cc1[N+](=O)[O-] | -0.6% | 1% | 0.0% | -7% | -8% | 84 | 0.0% | -4% | 0.4 | 15%
COc1cccc(C2c3[nH]c4ccccc4c3C[C@H]3C(=O)N(C4CCN(Cc5ccccc5)CC4)CC(=O)N23)c1 (some centres not stated) | -1.2% | -4% | 0.1% | -9% | -6% | 80 | -0.1% | 10% | 2.2 | 18%
COCCNc1nc2c(c(=O)n(Cc3cccc(Br)c3)c(=O)n2C)n1C | -0.7% | -2% | 0.1% | -2% | 2% | 35 | -0.2% | -2% | 0.6 | 2%
COc1ccccc1N(C)S(=O)(=O)c1ccc(C(=O)Nc2nc(C)cs2)cc1 | 1.1% | 0% | 1.2% | -12% | -4% | 53 | -0.4% | 4% | 4.1 | 6%
O=[N+]([O-])c1ccc(NC(=S)NCCc2ccc(F)cc2)cc1 | -1.3% | 22% | i | -9% | -18% | 63 | 0.1% | 12% | 7.0 | -31%
Cc1cc(C(=O)OCCO)c(C#N)c(N)n1 | 1.2% | 0% | 0.3% | -1% | 12% | 49 | -0.2% | 26% | 0.5 | 13%
COc1ccc(-n2nc3c(c2NC(=O)c2ccco2)CS(=O)(=O)C3)cc1 | 0.3% | 0% | 0.0% | -7% | 2% | 55 | -0.1% | -2% | 0.8 | 8%
Cc1cc(C)c(S(=O)(=O)Nn2cnnc2)c(C)c1 | 1.3% | 0% | 0.5% | -5% | -6% | 46 | 0.2% | 13% | 2.3 | 6%
O=C(Nc1ccccc1C(=O)O)c1ccc(NC(=O)C2CCCCC2)cc1 | 10% | 2% | -0.8%[50 µM] | -3% | 16% | 82 | -0.1% | 12% | 1.1 | 7%
O=C(CSc1ccsc1[N+](=O)[O-])N1CCN(c2ccc(Cl)cc2)CC1 | 8.7% | 17% | 0.1% | 16% | 2% | 40 | -0.2% | 6% | 2.7 | 22%
CCOC(=O)C1CCCN(C(=O)Cn2nc(C)n3nc(-c4ccccc4)cc3c2=O)C1 (configuration not stated) | -1.8% | 4% | -0.2% | -3% | 6% | 74 | 0.2% | 2% | 1.1 | -3%
FC(F)(F)c1nnc(-c2ccccc2)nc1Oc1ccc(Cl)cc1Cl | -3.2% | 3% | 0.1% | -26% | 12% | 57 | 0.2% | 18% | 0.1 | -8%
COc1ccc(C(=O)CSc2[nH]c(=O)cc(C(F)(F)F)c2C#N)cc1 | 9.5% | 7% | -0.2% | 5% | 13% | 39 | -0.1% | 4% | 2.7 | -20%
C(=N\Nc1nncc2ccccc12)/c1ccccn1 | 1.5% | 1% | -0.7% | -3% | 0% | 56 | -0.2% | 20% | -0.2 | 3%
COc1cc2c(cc1OC)CN(C(=O)Cn1ccccc1=O)CC2 | 1.1% | 0% | 5.6% | 4% | -5% | 96 | 0.5% | -10% | -1.9 | 0%
C=CCNC(=O)c1onc(CSc2ccccc2F)c1C(=O)O | 1.5% | 0% | 0.4% | -4% | -1% | 61 | -0.1% | -25% | 3.8 | -5%
CC1SCC(=O)N(CC(=O)Nc2ccc3c(c2)OCO3)C1=O (configuration not stated) | 0.5% | 0% | 1.7% | / | 19% | 87 | 0.6% | 17% | -0.8 | 5%
CCNC(=O)NC(=O)C(C)N1C(=O)NC(c2ccccc2)(c2ccccc2)C1=O (configuration not stated) | -2.9% | 5% | 0.0% | -2% | -2% | 53 | -0.2% | 2% | -2.0 | 6%

Gathered by group: those above containing fluorine (6)
Molecule | HIV fusion peptide | SIAH1 antagonists | UTI89 phage lysis | Dengue-2 NS5 capping | GPR35 arrestin U2OS | NTR1 ag cell count 20 µM | GPR55 activation | GPR55 antagonists | NTR1 ag | AID2073
O=C(Nc1cc(C(F)(F)F)cc(C(F)(F)F)c1)Nc1cnn(-c2ccc([N+](=O)[O-])cc2)c1C(F)(F)F | -0.8% | -3% | -0.2% | -1% | 26% | 23 | -0.3% | 40% | 18 | -9%
O=C(NCc1ccc(F)cc1)c1c2c(nc3ccccc13)CCC2 | 17% | 50% | 0.1% | -4% | 9% | 67 | 0.9% | 10% | 1.8 | 44%
O=[N+]([O-])c1ccc(NC(=S)NCCc2ccc(F)cc2)cc1 | -1.3% | 22% | i | -9% | -18% | 63 | 0.1% | 12% | 7.0 | -31%
FC(F)(F)c1nnc(-c2ccccc2)nc1Oc1ccc(Cl)cc1Cl | -3.2% | 3% | 0.1% | -26% | 12% | 57 | 0.2% | 18% | 0.1 | -8%
COc1ccc(C(=O)CSc2[nH]c(=O)cc(C(F)(F)F)c2C#N)cc1 | 9.5% | 7% | -0.2% | 5% | 13% | 39 | -0.1% | 4% | 2.7 | -20%
C=CCNC(=O)c1onc(CSc2ccccc2F)c1C(=O)O | 1.5% | 0% | 0.4% | -4% | -1% | 61 | -0.1% | -25% | 3.8 | -5%
